From PubChem BioAssay
CIT2-GFP yeast: modulators of TOR pathway CIT2-GFP in S. cerevisiae | S. cerevisiae CIT2-GFP strain, flow cytometry, 3 h; 100 means same as DMSO wells | GFP response vs DMSO, % at 10 µM | 0.065% of 320,000 active | AID 2029;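 active = GFP response relative to DMSO above a set limit, near the screen mean plus 3 SD, cut at about 150% in these data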;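 note: ratio of well median GFP fluorescence to mean of DMSO wells on the plate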
GRK2 aptamer HTS: inhibitors of human GRK2 displacing RNA aptamer; P25098; inhibition of aptamer binding, % at 10 µM; bead flow cytometry, FAM-aptamer displacement from GRK2; 0.59% of 330,000 active;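 active = inhibition of aptamer binding above 40%, roughly 3 SD of noise, on plates passing a quality check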;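 note: median bead fluorescence of bound FAM aptamer so fluorescent compounds give negative values; no value below 0 was filed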
MEP2-GFP yeast: modulators of TOR pathway MEP2-GFP in S. cerevisiae; S. cerevisiae MEP2-GFP strain, flow cytometry GFP, 3 h; 100% = DMSO control level; GFP response vs DMSO, % at 10 µM; 0.51% of 330,000 active; AID 2016;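 active = GFP response versus DMSO above a set limit, roughly screen mean plus 3 SD, cut at about 180% in these data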;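 note: median GFP fluorescence of the barcode-gated MEP2-GFP cells per well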
VLA-4 inh: inhibition in a human VLA-4 binding assay; P13612; VLA-4 expressing cells, ligand binding flow cytometry; inhibition, % (about 7 µM as worked out from the volumes in the protocol); 0.2% of 330,000 active; AID 2557; in the data active = inhibition above about 50%
Target sequence (P13612 whole entry, looked up): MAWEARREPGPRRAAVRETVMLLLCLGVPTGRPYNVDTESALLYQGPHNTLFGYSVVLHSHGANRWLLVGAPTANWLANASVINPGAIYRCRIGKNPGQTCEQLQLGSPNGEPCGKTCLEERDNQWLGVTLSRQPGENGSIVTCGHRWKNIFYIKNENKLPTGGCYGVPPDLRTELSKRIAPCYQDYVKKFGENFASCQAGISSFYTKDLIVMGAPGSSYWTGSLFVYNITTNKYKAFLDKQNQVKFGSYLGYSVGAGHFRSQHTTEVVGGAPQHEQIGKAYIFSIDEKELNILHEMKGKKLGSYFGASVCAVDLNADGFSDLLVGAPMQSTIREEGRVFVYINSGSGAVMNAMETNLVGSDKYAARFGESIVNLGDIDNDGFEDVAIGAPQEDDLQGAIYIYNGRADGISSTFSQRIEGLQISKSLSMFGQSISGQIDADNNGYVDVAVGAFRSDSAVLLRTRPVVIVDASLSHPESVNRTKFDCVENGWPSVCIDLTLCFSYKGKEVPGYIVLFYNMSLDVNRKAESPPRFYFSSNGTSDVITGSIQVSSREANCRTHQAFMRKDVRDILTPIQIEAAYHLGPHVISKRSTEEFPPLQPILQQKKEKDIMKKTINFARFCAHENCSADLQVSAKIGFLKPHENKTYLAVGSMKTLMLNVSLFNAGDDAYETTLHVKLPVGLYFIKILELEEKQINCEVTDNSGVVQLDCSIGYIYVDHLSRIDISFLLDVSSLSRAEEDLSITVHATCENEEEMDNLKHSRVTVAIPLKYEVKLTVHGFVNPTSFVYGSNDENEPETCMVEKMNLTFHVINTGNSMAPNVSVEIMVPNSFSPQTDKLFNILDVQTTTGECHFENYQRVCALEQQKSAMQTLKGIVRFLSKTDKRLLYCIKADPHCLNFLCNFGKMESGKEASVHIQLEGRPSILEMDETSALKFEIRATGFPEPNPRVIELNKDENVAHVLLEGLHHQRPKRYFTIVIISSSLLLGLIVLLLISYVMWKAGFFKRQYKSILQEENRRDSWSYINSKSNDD
AGP1 TOR yeast: modulators of TOR pathway AGP1-GFP in S. cerevisiae. S. cerevisiae AGP1-GFP multiplex flow cytometry, 3 h; GFP as percent of DMSO wells. GFP response vs DMSO, % at 10 µM. 0.02% of 320,000 active;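 active = GFP response relative to DMSO above a set limit, near screen average plus 3 SD, cut at about 150% in these data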;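 note: median GFP channel fluorescence of the gated AGP1 strain per well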
CR mimetic SO: lowers age-related superoxide in aged yeast cells. superoxide response (% of plate mean), % at 10 µM. S. cerevisiae aged cells, superoxide DHE fluorescence; active compounds read low. 0.18% of 330,000 active;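 active = superoxide response under a set limit, about three screen SD below normal, cut at about 65% in these data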;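 note: yeast aged for seven days with compound at 30 °C before DHE staining; 100% = average MFI of all compound-treated wells on the plate with controls excluded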
LAP4 TOR yeast: alters LAP4-GFP fluorescence in TOR pathway yeast screen | 0.34% of 320,000 active | AID 2023 | GFP response vs DMSO, % at 10 µM | S. cerevisiae LAP4-GFP multiplex, flow cytometry GFP, 3 h; median GFP as percent of DMSO wells;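 active = GFP response vs DMSO above a set limit, about the screen mean plus 3 SD, cut at about 150% in these data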
RPL19A-GFP yeast: modulators of TOR pathway RPL19A-GFP in S. cerevisiae | S. cerevisiae RPL19A-GFP strain, flow cytometry, 3 h; active compounds read low | percent response vs DMSO, % at 10 µM | 0.3% of 330,000 active | AID 2025;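 active = percent response vs DMSO below 50%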;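 note: median channel GFP fluorescence of the barcoded RPL19A-GFP strain; ratio of sample median GFP to plate DMSO average so 100% = DMSO; lower means less RPL19A-GFP as with rapamycin TOR inhibition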
Starred values were filed as active, the others as inactive; . = not tested or not shown. Not a hit list; overall some 1.7% were active at least once.

1: CCOC(=O)c1c(NC(=O)C2CCCO2)sc(C(=O)OC(C)(C)C)c1C (stereo not drawn)
2: O=C(COc1ccc2c(c1)oc(=O)c1ccccc12)NC(Cc1ccc(Cl)cc1)C(=O)O (stereo not drawn)
3: N/C(=N\OC(=O)COc1ccccc1)c1ccccn1
4: COc1ccccc1OCCNC(=O)C1CCN(C(C)=O)CC1
5: CC(C)(C)NC(=O)C(c1ccco1)N(Cc1ccc2c(c1)OCO2)C(=O)c1snc(C(N)=O)c1N (stereo not drawn)
6: COc1ccc(C(=O)C2CCCN(S(=O)(=O)C(C)C)C2)c(C)c1 (stereo not drawn)
7: Cc1cc(C)c(S(=O)(=O)N2CCOC2CNC(=O)C(=O)NCc2ccco2)c(C)c1 (stereo not drawn)
8: COc1cc(/C=C(\C#N)c2nc3ccccc3[nH]2)cc(OC)c1O

screen / no.	1	2	3	4	5	6	7	8
CIT2-GFP yeast	98.1	89.3	89.5	90.2	100.5	103.3	106.9	122.4
GRK2 aptamer HTS	0.0	0.0	0.0	0.0	0.0	0.0	2.0	2.0
MEP2-GFP yeast	73.6	97.6	96.4	100.5	101.6	106.2	95.8	106.9
VLA-4 inh	-4.4	13.3	8.0	0.6	0.2	4.4	-16.7	-54.4
AGP1 TOR yeast	.	97.6	91.1	96.4	99.8	91.5	106.7	100.8
CR mimetic SO	96.6	126.6	128.4	87.3	92.5	109.0	87.9	95.1
LAP4 TOR yeast	76.9	98.4	110.7	104.4	89.9	117.3	101.4	105.0
RPL19A-GFP yeast	92.0	95.9	100.3	95.9	105.0	94.8	96.6	97.4

Look-ups from the entries so far.
#4 – CIT2-GFP yeast: 90.2
#5 – AGP1 TOR yeast: 99.8
#2 – RPL19A-GFP yeast: 95.9

(cont.)
9: O=C(c1ccc2nc(Cc3cccc(Cl)c3)oc2c1)N1CCOCC1
10: COc1nc(Nc2ccccc2)nc(OC)n1
11: CCN(CC)CCN(Cc1cc2cc(C)cc(C)c2[nH]c1=O)C(=S)NCc1ccco1
12: CSc1ncc(C(=O)O)n1-c1ccc(F)cc1
13: CNC(=O)c1c(NC(=O)c2ccco2)sc2c1CCC2
14: CCC(C)C1Nc2ccc(C(=O)NCc3ccc4c(c3)OCO4)cc2NC1=O (stereo not drawn)
15: COc1ccc(C)cc1N(C(=O)c1snc(C(N)=O)c1N)C(C(=O)NC1CCCC1)c1ccc(F)cc1 (stereo not drawn)
16: CC1COC2C(O1)N(S(C)(=O)=O)CCN2S(C)(=O)=O (stereo not drawn)

screen / no.	9	10	11	12	13	14	15	16
CIT2-GFP yeast	101.9	103.2	105.5	98.8	101.3	99.5	93.8	103.6
GRK2 aptamer HTS	1.0	2.0	0.0	0.0	1.0	0.0	1.0	3.0
MEP2-GFP yeast	104.6	105.1	107.4	109.4	102.2	99.4	104.2	93.0
VLA-4 inh	0.8	-5.8	7.8	2.5	-23.8	-0.3	-6.7	-7.3
AGP1 TOR yeast	98.7	101.3	103.3	103.8	94.8	96.4	93.7	108.4
CR mimetic SO	95.0	88.5	110.2	86.5	106.5	112.2	90.6	112.7
LAP4 TOR yeast	105.1	96.9	100.0	104.1	105.9	91.1	88.1	106.4
RPL19A-GFP yeast	102.2	102.7	107.8	107.7	102.7	102.0	104.2	105.8

17: C=CCn1c(=O)c2ccccc2n2c(SC(C)C(N)=O)nnc12 (stereo not drawn)
18: COc1ccc(C(CNC(=O)CCNC(=O)c2ccc(Br)cc2)N2CCOCC2)cc1 (stereo not drawn)
19: CC(C(=O)NC1CCCCC1)N1CCN(S(=O)(=O)c2cccs2)CC1 (stereo not drawn)
20: O=C(COC(=O)C1CCCCC1)Nc1cc([N+](=O)[O-])ccc1F
21: COc1ccc(NC(=O)CN2CCN(CC(=O)Nc3ccc(OC)c(OC)c3)CC2)cc1
22: O=C(CCc1nnc(Cc2ccc3c(c2)OCO3)o1)NCCc1ccccc1Cl
23: COc1ccc(OC)c(N(CC(=O)Nc2ccc3c(c2)OCCO3)S(C)(=O)=O)c1
24: CCc1nc(SCC(=O)Nc2ccc(N(C)C)cc2)n[nH]1

screen / no.	17	18	19	20	21	22	23	24
CIT2-GFP yeast	105.3	90.0	102.7	94.8	100.5	104.5	99.5	86.1
GRK2 aptamer HTS	2.0	1.0	2.0	1.0	4.0	0.0	1.0	0.0
MEP2-GFP yeast	113.0	95.7	103.4	98.7	96.3	109.3	102.2	95.3
VLA-4 inh	10.5	-0.1	-13.1	-3.7	-1.1	-2.4	2.7	5.0
AGP1 TOR yeast	95.6	96.3	99.4	100.3	95.3	117.0	100.0	96.2
CR mimetic SO	92.5	109.4	114.5	102.0	104.9	118.3	102.2	97.7
LAP4 TOR yeast	97.0	99.4	98.8	111.2	102.4	110.0	96.1	104.2
RPL19A-GFP yeast	96.1	94.8	99.9	94.3	93.8	105.9	99.9	94.4

25: Cc1cc(NS(=O)(=O)c2ccc(NC(=O)C(CC(C)C)N3C(=O)c4ccccc4C3=O)cc2)nc(C)n1 (stereo not drawn)
26: Cc1cc(OCCN2CCN(S(=O)(=O)c3ccccc3F)CC2)ccc1C(C)C
27: COc1ccccc1S(=O)(=O)N1CCC(C(=O)O)(c2ccccc2)CC1
28: CCCCn1c(SCc2ncc(-c3ccccc3)o2)nc2cc(S(N)(=O)=O)ccc21
29: CN1C(=O)SC(Nc2ccccc2C(=O)O)C1=O (stereo not drawn)
30: CCC(C(=O)NCc1ccco1)N(C(=O)CNS(=O)(=O)c1ccccc1)c1ccc(OC)cc1 (stereo not drawn)
31: CC(C)(C)c1cc(C(=O)N/N=C/c2ccc(-c3ccccc3[N+](=O)[O-])o2)n[nH]1
32: CCOC(=O)c1ccc2c(c1)N(CC(=O)N1CCCCC1)C(=O)C(C)(C)O2

screen / no.	25	26	27	28	29	30	31	32
CIT2-GFP yeast	112.5	116.5	104.5	95.3	103.2	112.4	102.2	99.0
GRK2 aptamer HTS	5.0	2.0	0.0	0.0	0.0	0.0	0.0	0.0
MEP2-GFP yeast	111.8	122.2	112.7	105.1	103.5	109.4	98.7	107.6
VLA-4 inh	2.8	36.7	4.9	1.8	-1.6	10.3	-8.2	13.1
AGP1 TOR yeast	106.5	108.9	101.8	103.2	112.0	110.5	107.6	101.9
CR mimetic SO	98.4	124.6	106.7	97.3	106.9	79.8	99.0	114.8
LAP4 TOR yeast	84.6	112.4	101.2	105.3	98.7	110.2	107.4	105.5
RPL19A-GFP yeast	105.5	106.1	106.8	103.8	99.6	104.6	100.1	104.5

Brought forward from above: 4 compounds; new compounds follow.
29: CN1C(=O)SC(Nc2ccccc2C(=O)O)C1=O (stereo not drawn)
30: CCC(C(=O)NCc1ccco1)N(C(=O)CNS(=O)(=O)c1ccccc1)c1ccc(OC)cc1 (stereo not drawn)
31: CC(C)(C)c1cc(C(=O)N/N=C/c2ccc(-c3ccccc3[N+](=O)[O-])o2)n[nH]1
32: CCOC(=O)c1ccc2c(c1)N(CC(=O)N1CCCCC1)C(=O)C(C)(C)O2
33: O=c1[nH]c(-c2ccccc2F)nc2c1sc(=S)n2Cc1ccccc1
34: CCOC(=O)c1ccc(COC(=O)CNC(=O)CNC(=O)Cc2ccccc2)cc1
35: N#Cc1ccc2c(c1)nnn2-c1ccccc1
36: CN(C)C(=O)CSC1c2ccccc2C(=O)N1c1ccccc1 (stereo not drawn)
37: O=C(Nc1nc2nccc(-c3ccccc3)n2n1)c1ccccc1
38: CCOP(=O)(c1ccccc1)C1(O)CCCCC1 (stereo not drawn)
39: COc1ccc(N2CCN(C(=O)c3ccc(Oc4ccc(C(F)(F)F)cn4)cc3)CC2)cc1
40: CC1CCC(NC(=O)CN(C)S(=O)(=O)c2ccc3c(c2)CCC(=O)N3)CC1 (stereo not drawn)

screen / no.	29	30	31	32	33	34	35	36	37	38	39	40
CIT2-GFP yeast	103.2	112.4	102.2	99.0	103.9	98.3	100.6	103.2	93.7	100.0	97.1	110.0
GRK2 aptamer HTS	0.0	0.0	0.0	0.0	0.0	2.0	1.0	2.0	0.0	0.0	3.0	0.0
MEP2-GFP yeast	103.5	109.4	98.7	107.6	94.8	99.0	98.3	104.2	100.4	95.8	98.0	109.5
VLA-4 inh	-1.6	10.3	-8.2	13.1	-3.8	-17.1	9.8	13.6	16.1	12.9	0.7	6.5
AGP1 TOR yeast	112.0	110.5	107.6	101.9	94.5	95.3	98.2	97.5	102.3	100.8	98.5	108.9
CR mimetic SO	106.9	79.8	99.0	114.8	100.9	94.7	99.5	88.3	103.2	100.8	106.4	122.9
LAP4 TOR yeast	98.7	110.2	107.4	105.5	84.4	88.0	99.2	94.9	103.3	97.3	98.1	107.9
RPL19A-GFP yeast	99.6	104.6	100.1	104.5	102.5	101.0	93.2	93.3	92.8	97.4	98.6	105.4

41: O=C(CN1C(=O)NC2(CCCC2)C1=O)Nc1ccc(Cl)cc1C(F)(F)F
42: O=C(N/N=C\c1ccc(-c2ccc([N+](=O)[O-])cc2)o1)c1ccc2c(c1)OCO2
43: CCOC(=O)N1CCC(N2C(=O)c3ccccc3C2Nc2ccc3c(C)cc(=O)oc3c2)CC1 (stereo not drawn)
44: Cc1cc(C)c(NC(=O)COC(=O)c2nc3nccc(C)n3n2)c(Cl)c1
45: CC(=O)Nc1ccc(C(=O)OCC(=O)N(c2ccccc2)C2CCS(=O)(=O)C2)cc1 (stereo not drawn)
46: Cn1c(N)c(C(=O)N/N=C/c2ccccc2)sc1=S
47: CCOC(=O)Cn1cc(C(=O)c2ccco2)c2ccccc21
48: CC1CCN(S(=O)(=O)N2CCC(C(=O)O)CC2)CC1

screen / no.	41	42	43	44	45	46	47	48
CIT2-GFP yeast	92.7	112.9	102.8	102.2	95.0	95.8	106.4	96.0
GRK2 aptamer HTS	0.0	2.0	0.0	3.0	0.0	0.0	1.0	.
MEP2-GFP yeast	119.8	112.5	106.0	102.1	96.0	97.1	106.1	100.8
VLA-4 inh	-1.2	13.4	9.8	2.8	11.4	23.8	12.5	5.5
AGP1 TOR yeast	94.4	101.6	101.7	105.6	95.9	95.2	108.8	94.8
CR mimetic SO	97.0	88.9	95.6	111.5	150.6	121.2	97.1	81.7
LAP4 TOR yeast	87.5	104.2	103.5	108.7	107.5	100.3	106.1	94.8
RPL19A-GFP yeast	95.8	107.0	98.4	103.1	101.4	93.7	108.0	101.0

In another format: 3 of the compounds above.
cpd	SMILES	CIT2-GFP yeast	GRK2 aptamer HTS	MEP2-GFP yeast	VLA-4 inh	AGP1 TOR yeast	CR mimetic SO	LAP4 TOR yeast	RPL19A-GFP yeast
41	O=C(CN1C(=O)NC2(CCCC2)C1=O)Nc1ccc(Cl)cc1C(F)(F)F	92.7	0.0	119.8	-1.2	94.4	97.0	87.5	95.8
42	O=C(N/N=C\c1ccc(-c2ccc([N+](=O)[O-])cc2)o1)c1ccc2c(c1)OCO2	112.9	2.0	112.5	13.4	101.6	88.9	104.2	107.0
43	CCOC(=O)N1CCC(N2C(=O)c3ccccc3C2Nc2ccc3c(C)cc(=O)oc3c2)CC1 (stereo not drawn)	102.8	0.0	106.0	9.8	101.7	95.6	103.5	98.4

(continued)
49: Cc1cccc(C(=O)OC(C)CN2CCOCC2)c1 (stereo not drawn)
50: Cc1ccccc1CSCC(=O)NC(=O)NC(C)(C)C
51: CC[C@@H]1C=C(C(=O)O)[C@H](c2ccc(OC)c(OC)c2)N1S(=O)(=O)c1ccc(C)cc1
52: O=C(NCc1ccccc1)C(c1cccnc1)N(C(=O)c1ccccn1)c1ccccc1F (stereo not drawn)

screen / no.	49	50	51	52
CIT2-GFP yeast	94.9	87.9	92.9	105.5
GRK2 aptamer HTS	0.0	1.0	0.0	2.0
MEP2-GFP yeast	94.8	101.1	97.2	96.3
VLA-4 inh	-10.6	17.9	28.1	4.7
AGP1 TOR yeast	94.3	94.6	98.2	99.7
CR mimetic SO	91.9	100.3	86.0	81.9
LAP4 TOR yeast	92.8	98.9	101.2	92.9
RPL19A-GFP yeast	91.4	99.0	96.4	99.7
